Source: PubChem (MTDP)
RNase H inhibition: RNase H inhibition, HIV 1 Gag Pol polyprotein, FRET biochemical assay, screening (AID 372); inhibition, % at 10 µM, or IC50 in µM where a hit was titrated; HIV-1 RT RNase H, FRET RNA/DNA substrate fluorescence; higher % means a stronger effect; 100,000 compounds, 0.77% hits; in the data active = inhibition above about 50%
* = called active by the depositor. This is a subset. The share of hits here may be higher or lower than overall.

SMILES | RNase H inhibition
CCc1ccc(OCC(O)CN2CCN(Cc3ccccc3)CC2)cc1 (configuration not stated) | 7.0%
C=CCc1ccccc1OCCOc1cccc(/C=C2/SC(=S)N(C)C2=O)c1 | 19.0%
CC(=O)C1=C(O)C(=O)N(c2nccs2)C1c1ccc(F)cc1 (configuration not stated) | 0.0%
COC(=O)c1c(NC(=O)c2ccccc2OC)sc2c1CCC(C)C2 (configuration not stated) | 21.0%
Cc1ccc(/C=C/C(=O)O)cc1S(=O)(=O)NCCO | 3.0%
CCCc1cc(=O)[nH]c(N/N=C/c2ccc(N(C)C)cc2)n1 | 15.0%
CCOc1ccc(NC(=O)CN(c2ccc(C)cc2)S(=O)(=O)c2ccc(F)cc2)cc1 | 8.0%
CCCn1c(C(O)c2cc(OC)ccc2OC)nc2ccccc21 (configuration not stated) | 9.0%
COc1ccc(CCNC(=O)CN(c2ccc(C)c(Cl)c2)S(C)(=O)=O)cc1 | 19.0%
CCOc1ccccc1NC(=O)CN(c1cccc(C(F)(F)F)c1)S(C)(=O)=O | 9.0%
CC(=O)CC(=O)Nc1cc(Cl)ccc1C | 0.0%
O=[N+]([O-])c1cc([N+](=O)[O-])c(N2CCN(c3ccccc3Cl)CC2)cc1Nc1ccccc1 | 1.0%
CCN(CC)C(=O)Cc1ccc2c3c(cccc13)CC2 | 7.0%
N#C/C(=C/c1ccc(-c2ccc(Cl)cc2[N+](=O)[O-])o1)C(=O)Nc1ccc(Br)cc1 | 17.0%
NC(=O)c1c(NC(=O)c2cc(-c3ccc(Cl)c(Cl)c3)nc3ccccc23)sc2c1CCCCCC2 | 19.0%
COc1ccc(NC(=O)C(=O)NCc2ccc(C)cc2)cc1Cl | 7.0%
COC(=O)/C(=C\N(C(C)C)C(C)C)[N+](=O)[O-] | 5.0%
Cc1cc2nn(-c3ccccc3)nc2cc1NC(=O)c1ccc([N+](=O)[O-])cc1Cl | 22.0%
CCOC(=O)Cc1csc(NS(=O)(=O)c2ccc([N+](=O)[O-])cc2)n1 | 6.0%
CC(C)N(C(=O)Cc1ccc([N+](=O)[O-])cc1)C(C)C | 0.0%
Cc1cc(C)c(C)c(OCCCSC#N)c1 | 15.0%
CCOC(=O)CCc1c(C)nc2cc(-c3ccc(Cl)cc3)[nH]n2c1=O | 5.0%
O=C(/C=C/c1ccco1)NC(=S)N(Cc1ccccc1)c1ccccc1 | 7.0%
COc1ccccc1N1CCN(S(C)(=O)=O)CC1 | 2.0%
O=C(N/N=C/c1ccc(-c2cccc([N+](=O)[O-])c2)o1)c1cccc([N+](=O)[O-])c1 | 4.0%
COc1ccc(OCCOc2ccccc2C=C2C(=O)N(C)C(=O)N(C)C2=O)cc1 | 0.0%
COc1cc(Br)c(/C=C2/C(=O)NN(c3ccc(I)cc3)C2=O)cc1OC | 1.0%
CCc1ccc(NC(=O)CCN2C(=O)c3cccc([N+](=O)[O-])c3C2=O)cc1 | 13.0%
CC(=O)Nc1ccc(S(=O)(=O)Oc2ccc(/C=C3\SC(N)=NC3=O)cc2)cc1 | 21.0%
Cc1cccnc1NC(=O)Nc1ccc(F)cc1F | 0.0%
COC(=O)CN(c1ccc(OC)cc1OC)S(=O)(=O)c1ccc(C)cc1 | 4.0%
CCOc1ccc(C(=O)Nc2cc(OC)c(Cl)cc2OC)cc1 | 13.0%
Cc1cc(C)nc(NC(=O)COc2ccc(Cl)cc2Cl)c1 | 13.0%
C/C=C/c1ccc(OCCOCCOc2cccc3ccccc23)c(OC)c1 | 7.0%
COc1ccc(S(=O)(=O)N(CC(=O)NCC2CCCO2)Cc2ccccc2)cc1 (configuration not stated) | 2.0%
CCCCCOC(=O)C1=C(C)NC(=O)NC1c1cc2c(cc1Br)OCO2 (configuration not stated) | 6.0%
COc1cc(/C=C2\C(=O)N(c3ccc(C)cc3)N=C2C)c(Cl)cc1O | 37.0%
O=C(Nc1nnc(CCS(=O)(=O)c2ccc3ccccc3c2)s1)c1ccc(Br)cc1 | 20.0%
N#CC1=C(N)OC2=C(C(=O)CC(c3ccccc3)C2)C1c1ccc(Br)cc1 (configuration not stated) | 8.0%
O=C(N/N=C/c1cccc(Oc2ccccc2)c1)c1cccc([N+](=O)[O-])c1 | 25.0%
CCN(CC)CCN=Cc1c(O)n(-c2cccc(C(F)(F)F)c2)c(=O)[nH]c1=O | 4.0%
CC1=C(C(=O)Nc2ccccc2C)C(c2ccc(C(C)C)cc2)NC(=O)N1 (configuration not stated) | 11.0%
Cc1ccsc1/C=C1\SC(=S)N(CC(=O)O)C1=O | 4.0%
C=CCOc1ccc(/C=C2\N=C(c3ccc([N+](=O)[O-])cc3Cl)OC2=O)cc1OCC | 15.0%
Cc1cccc(NC(=O)c2ccccc2NC(=O)/C=C\c2ccco2)c1C | 1.0%
COc1ccc(O)c(/C=N/n2cnnc2)c1 | 1.0%
COc1cc([N+](=O)[O-])cc(/C=N/NC(=O)c2cc(C)[nH]n2)c1O | 11.0%
CSc1ccccc1C(=O)O/N=C1/C(=O)N(C)c2ccccc21 | 3.0%

Two entries from above, tab-delimited:
compound	RNase H inhibition
Cc1ccsc1/C=C1\SC(=S)N(CC(=O)O)C1=O	4.0%
C=CCOc1ccc(/C=C2\N=C(c3ccc([N+](=O)[O-])cc3Cl)OC2=O)cc1OCC	15.0%

Following part.
SMILES | RNase H inhibition
CCN(CC)C(=O)COc1ccc2oc(C)c(C(=O)OC)c2c1 | 28.0%
Nc1nc(-c2ccccc2)c(-c2ccccc2)n1/N=C/c1ccccc1 | 15.0%
Cc1cccc(C(=O)NCC(O)c2ccccc2)c1 (configuration not stated) | 11.0%
O=C(CCCN1C(=O)/C(=C/c2ccccc2)SC1=S)Nc1ccc(O)cc1 | 14.0%
CCOc1cc(C(=O)Nc2ccc(-c3nc4ncccc4o3)cc2)cc(OCC)c1OCC | 0.0%
CCCC1=NN(c2ccc([N+](=O)[O-])cc2)C(=O)/C1=C\c1ccc(N(C)C)cc1 | 15.0%
Cc1ccc(NC(=O)COc2ccccc2C)c([N+](=O)[O-])c1 | 12.0%
Cc1cccc2c1C(C)(c1ccccc1)CC(C)(C)N2C(=O)Cc1ccccc1 (configuration not stated) | 14.0%
COc1cc(/C=N\NC(=O)CNc2ccc(C)cc2)ccc1OC(=O)c1ccccc1Cl | 11.0%
Cc1ccc(C(=O)Nc2sc3c(c2C(=O)N2CCC(C)CC2)CCCC3)cc1 | 15.0%
CCOC(=O)C1=C(C)N=c2s/c(=C/c3ccc(-c4ccc(Cl)cc4Cl)o3)c(=O)n2C1c1cccs1 (configuration not stated) | 5.0%
O=C(COc1cccc(Cl)c1)Nc1ccc(Cl)c(C(F)(F)F)c1 | 11.0%

The final 5 records of the part above lead into the next.
SMILES | RNase H inhibition
Cc1cccc2c1C(C)(c1ccccc1)CC(C)(C)N2C(=O)Cc1ccccc1 (configuration not stated) | 14.0%
COc1cc(/C=N\NC(=O)CNc2ccc(C)cc2)ccc1OC(=O)c1ccccc1Cl | 11.0%
Cc1ccc(C(=O)Nc2sc3c(c2C(=O)N2CCC(C)CC2)CCCC3)cc1 | 15.0%
CCOC(=O)C1=C(C)N=c2s/c(=C/c3ccc(-c4ccc(Cl)cc4Cl)o3)c(=O)n2C1c1cccs1 (configuration not stated) | 5.0%
O=C(COc1cccc(Cl)c1)Nc1ccc(Cl)c(C(F)(F)F)c1 | 11.0%
COc1ccc(C(=O)NC(=S)Nc2cccc(Cl)c2C)cc1 | 22.0%
CCOc1ccc(-c2cc(C(=O)NCc3ccc(F)cc3)c3ccccc3n2)cc1 | 0.0%
CCOC(=O)C1=C(C)N=c2s/c(=C\c3ccc(OCc4ccccc4Cl)c(OCC)c3)c(=O)n2C1c1ccc(Cl)cc1 (configuration not stated) | 0.0%
Cc1cc(C(=O)N/N=C/c2ccc(-c3ccc(Cl)c(Cl)c3)o2)n[nH]1 | 0.0%
CC(/C=C1\SC(=S)N(C(Cc2ccccc2)C(=O)O)C1=O)=C\c1ccccc1 (configuration not stated) | 12.0%
Cc1c(C(=O)OC(C)C)sc(NC(=O)c2cccs2)c1C(=O)OC(C)C | 9.0%
CC(=O)c1ccc(N2C(=O)C(=O)/C(=C(\O)c3ccc(Cl)cc3)C2c2ccc([N+](=O)[O-])cc2)cc1 (configuration not stated) | 18.0%
O=C(Nc1ccccc1C(=O)O)c1ccc2c(c1)C(=O)N(c1ccccc1-c1ccccc1)C2=O | 10.0%
O=C(N/N=C/c1ccc([N+](=O)[O-])cc1)C12CC3CC(CC(C3)C1)C2 | 17.0%
c1cc2ccc3ccc(CN4CCOCC4)c4ccc(c1)c2c34 | 0.0%
COc1cc(O)c(C(=O)c2ccccc2)cc1S(=O)(=O)O | 3.0%
CCOc1ccc(Nc2cc(C)nc3ccc(OC)cc23)cc1 | 14.0%
CCOc1ccc(C(=O)Nc2ccc(-c3nc4cc(Cl)ccc4o3)cc2)cc1[N+](=O)[O-] | 14.0%
CCOC(=O)c1c(NC(=O)C(C)Oc2ccc(Cl)cc2Cl)sc(C(N)=O)c1C (configuration not stated) | 10.0%
O=S(=O)(c1ccc(Cl)cc1)N1CCc2ccccc2C1 | 0.0%
Cc1ccc(S(=O)(=O)N(CC(=O)Nc2ccccc2F)c2cc(Cl)cc(Cl)c2)cc1 | 9.0%
CC(=O)c1ccc(N=C2c3ccccc3C(=O)C2c2ccc3ccccc3c2)cc1 (configuration not stated) | 15.0%
O=C1C=C(Nc2cc(Cl)cc(Cl)c2)CC(c2ccccc2)C1 (configuration not stated) | 5.0%
C=CCOc1ccccc1/C=N/NC(=O)C(CC)Oc1ccc2ccccc2c1Br (configuration not stated) | 9.0%
COC(=O)C1=C(C)N(C)C(=S)NC1c1cccc(OC)c1 (configuration not stated) | 4.0%
CC(C)C1NC(=S)N(c2ccccc2)N1 (configuration not stated) | 0.0%
O=c1oc2ccccc2c(NCc2ccco2)c1[N+](=O)[O-] | 23.0%
COc1cc(NS(=O)(=O)c2ccc(N/C=C\C(=O)c3ccc(Br)cc3)cc2)nc(OC)n1 | 5.0%
COc1ccc(-c2cc(-c3ccccc3)nc(N)c2C#N)cc1 | 10.0%
CCOc1ccc(N2C(=O)CC(NCc3ccc4c(c3)OCO4)C2=O)cc1 (configuration not stated) | 0.0%
COc1cccc2c1CC/C(=C\c1cccc(I)c1)C2=O | 0.0%
CSc1nc2sc3c(c2c(=O)n1-c1ccccc1)CCCCC3 | 16.0%
CCOc1ccc(N2Cc3ccc(C(=O)NN)cc3C2)cc1 | 36.0%
Oc1ccc(Cl)cc1-c1cc(-c2ccc(Cl)cc2)n[nH]1 | 0.0%
COC(=O)C1=C(C)NC2=C(C(=O)CCC2)C1c1ccc(N(C)C)cc1 (configuration not stated) | 5.0%
COc1cc(/C=C(\C#N)c2nn(CCO)c(N)c2C#N)cc(Br)c1OC | 17.0%
O=C(CN(c1ccc(Cl)cc1Cl)S(=O)(=O)c1ccccc1)Nc1ccc(F)cc1 | 5.0%
COc1ccc(N(CC(=O)N2CCCC2)S(=O)(=O)c2ccc(NC(C)=O)cc2)cc1 | 15.0%
COc1cc(Br)cc(C=Nc2ccccc2C(=O)O)c1O | 4.0%
Cc1cc([N+](=O)[O-])ccc1N=Cc1ccc(C(=O)O)cc1 | 0.0%
N/C(=N\c1nc(C(F)(F)F)cc(=O)[nH]1)Nc1cccc2ccccc12 | 5.0%

Sorted by length of the SMILES (ascending): some entries from above
SMILES | RNase H inhibition
CSc1nc2sc3c(c2c(=O)n1-c1ccccc1)CCCCC3 | 16.0%
Cc1cc([N+](=O)[O-])ccc1N=Cc1ccc(C(=O)O)cc1 | 0.0%
CCOc1ccc(N2C(=O)CC(NCc3ccc4c(c3)OCO4)C2=O)cc1 (configuration not stated) | 0.0%

(listing goes on)
SMILES | RNase H inhibition
O=C(NCCCO)C(=O)Nc1ccccc1 | 10.0%
O=S(=O)(c1ccccc1)N1CCN(C2CCC(c3ccccc3)CC2)CC1 (configuration not stated) | 9.0%
COCC(C)NS(=O)(=O)c1ccc(NC(C)=O)cc1 (configuration not stated) | 12.0%
Cc1ccc(NC(=O)c2cccc([N+](=O)[O-])c2C)c(Br)c1 | 4.0%
Cc1cc2nn(-c3ccccc3)nc2cc1NC(=O)c1ccc(-c2ccccc2)cc1 | 41.0%
COc1cc2nc(-c3ccc(Oc4ccc([N+](=O)[O-])cc4)cc3)oc(=O)c2cc1OC | 12.0%
CCCOc1ccc(Br)cc1/C=C(/C#N)c1nc2ccc(C)cc2[nH]1 | 14.0%
O=C(NCC1CCCO1)c1nn2c(C(F)(F)F)cc(-c3ccco3)nc2c1Cl (configuration not stated) | 1.0%
Cc1cc(Cl)ccc1OC(=O)/C(C#N)=C/c1ccc(Cl)cc1 | 5.0%
CC(C)(C)c1ccc(OCCNc2cc(N3CCCCC3)ccc2[N+](=O)[O-])cc1 | 16.0%
Cc1ccc(C)c(OCCOc2ccccc2C=C2C(=O)NC(=O)NC2=O)c1 | 19.0%
CCc1ccc(C2C(C#N)=C(C)NC3=C2C(=O)CC(c2ccc(Cl)cc2)C3)cc1 (configuration not stated) | 11.0%
Cc1nc2cc(-c3ccc(I)cc3)nn2c(C)c1Cl | 21.0%
COc1ccc(/C=c2\sc3nc4c(Br)c(C)c(C)cc4n3c2=O)cc1O | 19.0%
Cc1ccc(NC(=O)c2ccc([N+](=O)[O-])cc2)c(C(=O)c2ccccc2)c1 | 12.0%
Cc1ccc(Cl)cc1NC(=O)CN(c1ccc(Br)cc1)S(=O)(=O)c1ccccc1 | 28.0%
CC(C)(C)c1cc(C(=O)O)c2c(C(=O)O)cc(C(C)(C)C)cc2c1 | 4.0%
C=C(C)Cn1c(SC)nc2sc3c(c2c1=O)CCC(C(C)(C)C)C3 (configuration not stated) | 10.0%
Cc1ccc(/C=C2\SC(=S)N(CCC(=O)Nc3ccccc3Cl)C2=O)cc1 | 6.0%
O=C1NC(=O)/C(=C/c2ccccc2[N+](=O)[O-])N1 | 0.0%
COc1ccc(C(=O)N2CCN(Cc3cccc(Cl)c3)CC2)cc1 | 8.0%
CN(C)c1ccc(NC(=O)Cc2ccc(Cl)cc2)cc1 | 8.0%
N#Cc1c(SCC(=O)c2ccc(Cl)cc2)nc2c(c1-c1ccco1)CCCC2 | 12.0%
Cc1cc(OCc2nc(-c3ccccc3)no2)ccc1Br | 16.0%
COc1cc(/C=N/n2cnnc2)ccc1O | 2.0%
CCOc1ccc(N(CC(=O)NCc2ccncc2)S(=O)(=O)c2ccc(SC)cc2)cc1 | 7.0%
